Source: PubChem BioAssay
M5 ag: CHRM5 agonism in calcium assay. P08912. CHO-K1 hM5 cells, Fluo-8 calcium fluorescence; 0% DMSO wells, 100% maximal acetylcholine response. activation, % at 3 µM. 0.19% of 360,000 active. AID 624037;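 active = activation above the run's mean over test compounds plus 3 SD, cut at about 23% in these data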;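 also: signal is peak over basal fluorescence ratio across the kinetic read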
CHRM4 antagonist: antagonists of human muscarinic M4 receptor (CHRM4); P08173; CHO-hM4 cells, ACh EC80, Fluo-8 calcium fluorescence; inhibition, % at 3 µM; 0.73% of 360,000 active;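 active = inhibition above its plate's cutoff, the mean inhibition of sample wells plus 3 SD, cut at about 27% in these data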;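 also: 0% = acetylcholine EC80 with DMSO and 100% = DMSO without agonist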
Target sequence (P08173 whole entry, looked up): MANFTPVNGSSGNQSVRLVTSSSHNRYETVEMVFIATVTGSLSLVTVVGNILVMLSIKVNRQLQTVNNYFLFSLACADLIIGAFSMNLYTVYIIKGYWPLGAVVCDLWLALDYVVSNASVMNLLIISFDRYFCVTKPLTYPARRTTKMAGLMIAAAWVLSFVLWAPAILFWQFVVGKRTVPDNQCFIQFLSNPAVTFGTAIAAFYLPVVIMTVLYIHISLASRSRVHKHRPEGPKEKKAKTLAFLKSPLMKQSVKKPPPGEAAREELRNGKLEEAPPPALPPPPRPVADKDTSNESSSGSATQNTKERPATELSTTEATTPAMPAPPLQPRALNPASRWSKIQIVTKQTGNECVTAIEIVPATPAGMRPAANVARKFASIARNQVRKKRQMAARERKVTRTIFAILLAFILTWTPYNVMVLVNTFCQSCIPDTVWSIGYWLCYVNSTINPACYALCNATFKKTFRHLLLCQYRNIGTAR
M1 PAM: positive allosteric modulators of human M1 muscarinic receptor; CHO-K1 hM1, Fluo-8 calcium fluorescence, ACh EC20; 0% = ACh EC20, 100% = maximal ACh; activation, % at 3 µM; 0.088% of 360,000 active; in the data active = activation above about 19%, passing the limit was not always enough
Target sequence (P11229 whole entry, looked up): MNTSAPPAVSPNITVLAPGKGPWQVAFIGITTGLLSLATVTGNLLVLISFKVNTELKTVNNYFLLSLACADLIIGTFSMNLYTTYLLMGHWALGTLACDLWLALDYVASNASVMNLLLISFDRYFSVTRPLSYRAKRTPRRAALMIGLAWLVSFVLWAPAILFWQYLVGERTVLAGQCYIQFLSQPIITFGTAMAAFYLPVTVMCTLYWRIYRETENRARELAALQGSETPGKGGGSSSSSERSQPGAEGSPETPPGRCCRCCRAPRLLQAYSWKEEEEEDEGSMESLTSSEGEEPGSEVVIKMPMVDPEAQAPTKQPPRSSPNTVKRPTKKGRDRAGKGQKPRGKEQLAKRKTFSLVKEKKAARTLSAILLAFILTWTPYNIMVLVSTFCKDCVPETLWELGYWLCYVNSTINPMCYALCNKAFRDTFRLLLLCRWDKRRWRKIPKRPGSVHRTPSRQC
M5 PAM: CHRM5 positive allosteric modulation; AID 624038; 0.3% of 360,000 active; CHO-K1 hM5, Fluo-8 calcium, ACh EC20 PAM; 0% = ACh EC20, 100% = ACh EC100; activation, % at 3 µM;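 active = activation above the run cutoff, the mean activation of all test compounds plus 3 SD, cut at about 18% in these data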
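system = human M5 receptor in CHO-K1 cells | compound = one concentration, 3 µM final (nominal) | schedule = Post-acetylcholine fluorescence recording 140 s | signal = Fluo-8 calcium dye fluorescence, kinetic read | benchmarks = low control EC20 acetylcholine (0%), high control EC100 acetylcholine (100%) | repeats = singlicate, one well per test compound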
CHRM4 agonist: agonists of human muscarinic M4 receptor (CHRM4); AID 624127; CHO-K1 hM4/Gqi5, Fluo-8 calcium fluorescence; vehicle 0%, full acetylcholine response 100%; 0.14% of 360,000 active; activation, % at 3 µM; P08173;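 active = activation above the run mean over all test wells plus 3 SD, cut at about 32% in these data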;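 also: peak over basal fluorescence ratio per well then scaled between controls; 0% = DMSO wells and 100% = acetylcholine at EC100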
CRFR2-BP ag: CRF-BP/CRF-R2 complex agonism. HEK293 CRF-R2/CRF-BP, calcium dye fluorescence (FLIPR); percent of saturating CRF peptide response. activation, % at 13.2 µM. 0.46% of 350,000 active. AID 588473;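 active = activation of at least 50%, plus an integration ratio under a set limit after plate pattern correction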;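 also: plate controls were neutral control wells without compound for no effect and CRF at EC100 for full effect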
M4 PAM: potentiates acetylcholine response at human M4 receptor; activation, % at 3 µM; P08173; CHO-K1 hM4/Gqi5, Fluo-8 calcium fluorescence, ACh EC20; 0% = ACh EC20, 100% = maximal ACh; 0.4% of 360,000 active;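 active = activation above its plate's cutoff, the mean activation of sample wells plus 3 SD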; also: some results filed as inactive read as strong as hits
M1 antag: blocks human M1 muscarinic receptor; 1.3% of 360,000 active; CHO-K1 hM1, Fluo-8 calcium fluorescence, ACh EC80 antagonist; inhibition, % at 3 µM;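 active = percent inhibition above its own plate's cutoff, namely the mean of that plate's compound wells plus 3 SD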;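 also: peak over basal fluorescence ratio during 140 s after agonist addition; 0% = ACh EC80 plus DMSO and 100% = DMSO alone without agonist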
M5 antag: blocks acetylcholine activation of human M5 receptor | 0.59% of 360,000 active | inhibition, % at 3 µM | CHO-hM5 cells, Fluo-8 calcium fluorescence, ACh EC80 | AID 624040;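 active = inhibition above a per-plate cutoff, the mean of that plate's test compounds plus 3 SD, cut at about 27% in these data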;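 also: 0% = acetylcholine EC80 with DMSO and 100% = DMSO without agonist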
* hit, by the source's call; x = not tested or not shown; & = joins results of further samples. A portion of the library. The share of hits here may be higher or lower than overall.

nr | SMILES | M5 ag | CHRM4 antagonist | M1 PAM | M5 PAM | CHRM4 agonist | CRFR2-BP ag | M4 PAM | M1 antag | M5 antag
1 | CC(C)(C)n1nnnc1C(c1cccs1)N1CCC2(CC1)C(=O)NCN2c1ccccc1 (configuration not stated) | 5 | -13 | 8 | -2 | 6 | x | -2 | 1 | 0
2 | CCC1(CCCC(=O)c2ccc(F)cc2)C(=O)NC(=S)NC1=O | -2 | 4 | 3 | -5 | 1 | 0.2 | 0 | -5 | 2
3 | COc1ccc(CC[n+]2cc(/N=C(\C)[O-])on2)cc1OC | 1 | -5 | 0 | -5 | 1 | 3.1 | 1 | 0 | -2
4 | O=C1CN=C(c2cccs2)c2c(sc3c2CCCC3)N1 | -1 | -12 | 1 | -4 | -1 | -1.0 | 16 | 3 | 3
5 | Cc1cccc(CCNCc2cc3ccc(C)cc3[nH]c2=O)c1 | 1 | -9 | 7 | 1 | 3 | 1.1 | 2 | -13 | -5
6 | COc1cccc(CNCCc2ccc3c(c2)OCO3)c1OC | -4 | 0 | -4 | 0 | 1 | -1.3 | -6 | 0 | 1
7 | O=C(CNC(=O)c1ccccc1Cl)Nc1ccc(Br)cc1C(=O)c1ccccc1 | 1 | 3 | 1 | -7 | 4 | 0.3 | -1 | 2 | 0
8 | CN(C)C(=O)Oc1ccc(-c2nnco2)cc1 | 1 | -7 | -4 | -1 | 1 | 0.5 | -6 | -5 | -3
9 | O=c1c2ccccc2nc(CBr)n1-c1ccc(Cl)cc1 | -1 | -15 | 2 | 1 | 3 | 2.8 | 5 | -7 | 2
10 | O=C(Cc1ccccc1)Oc1ccc(N2C(=O)CCC2=O)cc1 | -5 | -2 | 2 | 0 | 1 | 0.5 | 5 | -16 | -3
11 | Cc1ccc(C(=O)C2CN(C)CC2C(=O)c2ccc(C)cc2)cc1 (configuration not stated) | -4 | 14 | -7 | -3 | -2 | 1.1 | -2 | 13 | 5
12 | Cc1ccc(-c2nc3ccccc3c(=O)n2-c2ccc(Br)cn2)cc1 | -8 | 3 | 11 | 2 | -2 | 0.5 | -7 | -4 | -2
13 | CC(C)c1ccc(C2N3CCCN23)cc1 (configuration not stated) | -3 | 6 | 11 | 0 | 1 | 1.1 | 2 | -11 | -1
14 | COc1cc2c(cc1OC)[C@@]13CCN4CC5=CCO[C@H]6CC(=O)N2[C@H]1[C@H]6[C@H]5C[C@H]43 | -2 | -8 | 6 | 1 | 0 | 3.9 | 7 | -2 | -5
15 | CCOc1cccc(N2C(=O)CC(=O)NC2=O)c1 | -1 | 0 | 10 | 8 | 0 | 11 | 1 | -18 | -6

Record cards (already shown). Order of values: M5 ag	CHRM4 antagonist	M1 PAM	M5 PAM	CHRM4 agonist	CRFR2-BP ag	M4 PAM	M1 antag	M5 antag
`CCOc1cccc(N2C(=O)CC(=O)NC2=O)c1` in the list: -1	0	10	8	0	11	1	-18	-6
`COc1ccc(CC[n+]2cc(/N=C(\C)[O-])on2)cc1OC` in the list: 1	-5	0	-5	1	3.1	1	0	-2

Continuation.
nr | SMILES | M5 ag | CHRM4 antagonist | M1 PAM | M5 PAM | CHRM4 agonist | CRFR2-BP ag | M4 PAM | M1 antag | M5 antag
16 | COP(=O)(OC)C(Nc1ccccc1)c1ccccc1 (configuration not stated) | -11 | 13 | -19 | -8 | 0 | 0.6 | -11 | 19 | 13
17 | Nc1ccc(N2CCN(Cc3ccccc3Cl)CC2)c(Cl)c1 | -8 | -2 | -6 | -1 | 1 | -0.7 | 2 | -19 | 2
18 | CCCC/C(C)=C/[C@@H](NP(=O)(c1ccccc1)c1ccccc1)c1ccccc1 | 5 | 10 | -4 | 8 | -1 | 0.8 | -5 | 12 | -6
19 | CCOC(=O)N1CCC(NC(=O)CCc2nc(C3=CCN(C)CC3)no2)CC1 | 1&-1 | -10&5 | 2&7 | -2&1 | 1&0 | 4.0&-1.4 | 3&-4 | -6&-11 | 6&1
20 | CN1CCN(c2cc([N+](=O)[O-])ccc2Cl)CC1 | -10 | 8 | -8 | -9 | 0 | -2.6 | -9 | 2 | 5
21 | COC(=O)C1=C(c2ccc3ccccc3c2)C[C@@H]2CC[C@H]1N2C(=O)NC1CC1 | 4 | -6 | -1 | -3 | 1 | 0.9 | -4 | -2 | 1
22 | Cc1ccsc1C(=O)C1CCCN(Cc2cc(C(C)C)n[nH]2)C1 (configuration not stated) | -10 | 10 | -3 | 0 | 0 | -0.1 | -12 | 1 | 5
23 | Nc1ncc([N+](=O)[O-])s1 | 1 | -9 | -4 | -1 | 1 | -1.5 | 2 | 4 | 1
24 | OCC#CC[N+]1(CC#Cc2ccccc2)CCCC1 | -17 | -4 | 10 | 0 | 1 | 0.4 | 7 | -9 | -6
25 | Fc1ccc(C(OCCN2CCN(CCCc3ccccc3)CC2)c2ccc(F)cc2)cc1 | -1 | 20 | -20 | -17 | 5 | 3.0 | -15 | 26 | 8
26 | CN(C)C(=O)Oc1ccc(Br)c2ccccc12 | -8 | -4 | 4 | 2 | -1 | -4.0 | -3 | -6 | 3
27 | COc1ccc(OC)c(N2C(=O)NC(=O)C(CCc3ccncc3)(CCc3ccncc3)C2=O)c1 | 2 | 6 | 11 | 3 | 1 | -0.4 | 1 | -18 | 0
28 | C=CCn1c(O)c(C(C)=NCc2ccco2)c(=O)[nH]c1=O | 5 | -15 | 7 | 6 | 1 | -3.3 | 17 | -4 | 0
29 | COc1ccc(-c2ccc3c(c2)CN(C(=O)CCc2ccccc2)Cc2cnnn2-3)cc1 | -5 | -6 | -8 | -18 | 5 | x | -12 | 7 | 8
30 | CCCCn1c(O)c(C(CC)=NCCN2CCCCC2)c(=O)[nH]c1=O | 2 | -3 | -3 | -3 | 0 | 2.1 | -3 | 6 | 4
31 | COC1C(O)C(C)OC(OC2CCC3(C)C(CCC4C3C(O)CC3(C)C(C5=CC(=O)OC5)CCC43O)C2)C1O (configuration not stated) | 0 | -16 | 10 | 5 | 0 | -2.2 | 2 | -13 | 5
32 | COC(=O)C1=C(c2cc3ccccc3s2)C[C@@H]2CC[C@H]1N2C(=O)NCc1ccco1 | -6 | 3 | -4 | 3 | 1 | 1.4 | 1 | -4 | -7
33 | O=c1[nH]c(=O)n(-c2ccc(F)cc2)c(O)c1C=NCCN1CCCCC1 | -2 | -6 | 6 | -3 | 0 | -0.9 | -4 | -10 | 14
34 | COc1ccc(-n2c(/C=C3/C(=O)Nc4ccccc43)nc3ccccc3c2=O)cc1 | 5 | 97* | 12 | -1 | 3 | -1.0 | 4 | -5 | 1
35 | O=C1NC(=O)C(=Cc2cc3c(cc2[N+](=O)[O-])OCO3)C(=O)N1 | -16 | 1 | 15 | -1 | 1 | 4.7 | 1 | -19 | 7
36 | Cc1nn(Cc2ccc(Cl)cc2Cl)c(Cl)c1C(=O)Nc1ccc(OC(F)F)cc1 | -2 | -2 | 4 | 1 | 1 | -0.5 | 6 | 3 | -1
37 | O=C(c1cc(S(=O)(=O)N2CCC3(CC2)OCCO3)ccc1F)N1CCC2(CC1)OCCO2 | 0 | -8 | 5 | 8 | 3 | 3.3 | 13 | -5 | 2
38 | COc1cc(CNCCc2ccc3c(c2)OCO3)cc(OC)c1OC | 2 | -5 | 7 | -2 | 2 | 2.6 | 5 | -13 | 12
39 | Cc1cc(-c2cc(C)c(N)c(C)c2)cc(C)c1N | 0 | -2 | -5 | 2 | 1 | 0.3 | 6 | 4 | -2
40 | OC1/C(=C/c2ccccc2F)N2CCC1CC2 (configuration not stated) | -7 | -4 | 13 | -3 | 0 | 0.3 | -3 | -7 | -4
41 | Cc1ccc2c(c1)C1CN(C)CCC1N2C(=O)c1ccco1 (configuration not stated) | -2 | 1 | 6 | 5 | 0 | -1.9 | 3 | -31 | -4
42 | C#C[C@]1(O)CCC2C3C(=O)C=C4C(Cl)=CCC[C@]4(C)C3CC[C@@]21C (some centres not stated) | -1 | 6 | -5 | -7 | 5 | -3.0 | -6 | -4 | 10
43 | COc1ccc(CCC(=O)N2CCC3(CC2)OCCO3)cc1 | -1 | -1 | 3 | 6 | 1 | -0.1 | 9 | 7 | -2
44 | NC(Cc1nc2ccccc2[nH]1)c1ccc(Cl)cc1 (configuration not stated) | 2 | 4 | 6 | -3 | 3 | 1.0 | -7 | -8 | 16
45 | CCCCCSc1cc(OC)c(CCNC)cc1OC | -11 | 7 | -20 | -14 | 5 | -2.1 | -9 | 36* | 9
46 | CC(=O)c1cn(CC(=O)NCCc2c[nH]c3ccccc23)c2ccccc12 | 6 | 12 | -12 | -18 | 17 | 0.9 | -9 | 24 | 11
47 | CC(C)(C)n1nnnc1C(c1cc2ccccc2o1)N1CCC2(CC1)C(=O)NCN2c1ccccc1 (configuration not stated) | 5 | 6 | 3 | -1 | 5 | x | -10 | -23 | 0
48 | COC(=O)[C@@H]1C[C@H]1[C@@H](NP(=O)(c1ccccc1)c1ccccc1)c1ccccc1 | 2 | 11 | -2 | 0 | -1 | -2.6 | -1 | -2 | 15
49 | CN1CC=C2C(C#N)=C(N)C(C#N)(C#N)C(c3ccncc3)C2C1 (configuration not stated) | -2 | -2 | -2 | 0 | 0 | 14 | 3 | -7 | 2
50 | O=c1[nH]c(=O)n(CCC2=CCCCC2)c(O)c1/C=N/Nc1cccc2ccccc12 | 1 | -16 | 4 | 2 | 1 | 7.9 | -7 | -12 | 12

Among those listed so far, these have fluorine:
nr | SMILES | M5 ag | CHRM4 antagonist | M1 PAM | M5 PAM | CHRM4 agonist | CRFR2-BP ag | M4 PAM | M1 antag | M5 antag
2 | CCC1(CCCC(=O)c2ccc(F)cc2)C(=O)NC(=S)NC1=O | -2 | 4 | 3 | -5 | 1 | 0.2 | 0 | -5 | 2
25 | Fc1ccc(C(OCCN2CCN(CCCc3ccccc3)CC2)c2ccc(F)cc2)cc1 | -1 | 20 | -20 | -17 | 5 | 3.0 | -15 | 26 | 8
33 | O=c1[nH]c(=O)n(-c2ccc(F)cc2)c(O)c1C=NCCN1CCCCC1 | -2 | -6 | 6 | -3 | 0 | -0.9 | -4 | -10 | 14
36 | Cc1nn(Cc2ccc(Cl)cc2Cl)c(Cl)c1C(=O)Nc1ccc(OC(F)F)cc1 | -2 | -2 | 4 | 1 | 1 | -0.5 | 6 | 3 | -1
37 | O=C(c1cc(S(=O)(=O)N2CCC3(CC2)OCCO3)ccc1F)N1CCC2(CC1)OCCO2 | 0 | -8 | 5 | 8 | 3 | 3.3 | 13 | -5 | 2
40 | OC1/C(=C/c2ccccc2F)N2CCC1CC2 (configuration not stated) | -7 | -4 | 13 | -3 | 0 | 0.3 | -3 | -7 | -4
